High-throughput results from PubChem.
ABCB1 block: blocks JC-1 efflux by human ABCB1 transporter | P08183 | CCRF-Adr cells, flow cytometry | inhibition, % at 6.6 µM | actives 0.067% (n = 190,000) | AID 1326; in the data active = inhibition above about 40%;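 also: 0% = vehicle and 100% = reference inhibitor; higher value means more JC-1 retained so stronger ABCB1 efflux block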
ABCG2 inh: human ABCG2 inhibition, ABCB1 as counter-screen | Q9UNQ0 | IgMXP3 cells, JC-1 efflux, flow cytometry | inhibition, % at 6.6 µM | actives 0.1% (n = 190,000) | AID 1325;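 active = inhibition above 80%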;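 also: 0% = DMSO and 100% = nicardipine control wells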
Target sequence (Q9UNQ0 whole entry, looked up): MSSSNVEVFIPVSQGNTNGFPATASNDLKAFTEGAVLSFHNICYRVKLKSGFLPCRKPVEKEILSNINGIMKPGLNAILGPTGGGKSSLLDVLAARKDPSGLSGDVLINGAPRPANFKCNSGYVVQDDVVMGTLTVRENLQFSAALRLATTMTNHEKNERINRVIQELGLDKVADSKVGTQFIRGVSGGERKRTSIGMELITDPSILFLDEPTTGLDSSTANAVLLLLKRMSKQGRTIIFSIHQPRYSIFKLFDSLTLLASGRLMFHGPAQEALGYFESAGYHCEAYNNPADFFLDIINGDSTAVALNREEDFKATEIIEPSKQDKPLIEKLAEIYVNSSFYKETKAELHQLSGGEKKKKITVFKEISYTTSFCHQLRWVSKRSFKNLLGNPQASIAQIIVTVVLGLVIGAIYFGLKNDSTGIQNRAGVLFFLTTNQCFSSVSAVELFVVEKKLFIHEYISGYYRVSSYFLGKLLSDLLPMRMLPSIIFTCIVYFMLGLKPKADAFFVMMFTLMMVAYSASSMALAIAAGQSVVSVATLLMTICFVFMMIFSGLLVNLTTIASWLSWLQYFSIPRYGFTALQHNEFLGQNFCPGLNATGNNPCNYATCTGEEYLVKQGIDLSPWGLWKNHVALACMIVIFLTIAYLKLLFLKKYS
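System: two drug-resistant human cell lines, ABCG2 and ABCB1; controls: nicardipine high and DMSO low controls; times: 10 min exposure at 25 °C with rotation, no wash; detection: flow cytometry of retained JC-1 fluorescence; read-out basis: percent efflux inhibition, scaled nicardipine 100% to DMSO 0%; doses: one concentration, 6.6 µM final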
RGS4-Gao reg: modulates binding of RGS4 to human Galphao | Multiplexed bead flow cytometry; actives lie on both sides | AID 1415 | actives 0.33% (n = 220,000) | P09471 | binding response (% of control), % at 10 µM; in the data active = binding response below about 49% or above about 150%; inactive = in between;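 also: fluorescent Galphao activated with aluminum fluoride binding bead-coupled RGS4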
RGS8-Gao: modulates binding of RGS8 to human Galphao; P09471; multiplexed bead flow cytometry; actives lie on both sides; response (percent of control binding), % at 10 µM; actives 0.34% (n = 220,000); in the data active = response below about 60% or above about 140%; inactive = in between;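 also: Galphao activated as the GDP aluminium fluoride complex binding bead-coupled RGS8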
GSH fluor: GSH bead compound fluorescence profile | GSH beads flow cytometry, compound fluorescence 488/530 nm; stronger effect = higher value | fluorescence (KMESF) at 10 µM | actives 0.25% (n = 190,000); in the data active = fluorescence above about 89;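 also: glutathione beads carrying GST-tagged Bcl family fusion proteins plus one bare bead set; values are compound well signal with DMSO vehicle wells as background; inactives centre near 16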
Bim-Bcl-W: disrupts Bim peptide binding to human Bcl-W. bead-based flow cytometry. actives 0.02% (n = 190,000). Q92843. inhibition, % at 10 µM;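 also: 0% = bound tracer without compound and 100% = peptide blocker; higher means less fluorescent Bim peptide bound to Bcl-W beads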
Target sequence (Q92843 whole entry, looked up): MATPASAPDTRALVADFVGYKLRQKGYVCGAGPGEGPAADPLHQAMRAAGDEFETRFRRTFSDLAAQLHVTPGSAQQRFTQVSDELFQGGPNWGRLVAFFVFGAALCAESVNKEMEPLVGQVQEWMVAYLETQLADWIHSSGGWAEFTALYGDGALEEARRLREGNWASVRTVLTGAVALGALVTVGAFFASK
Bim-Bcl-XL: inhibitors of Bim-Bcl-XL interaction, human; Bim peptide-Bcl-XL binding, bead flow cytometry, fluorescence; inhibition, % at 10 µM; actives 0.04% (n = 190,000); AID 1007
Bim-Bcl-2: inhibitors of Bim-Bcl-2 interaction, human; Bead-based flow cytometry, Bim peptide-Bcl-2 binding; P10415; AID 950; inhibition, % at 10 µM; actives 0.06% (n = 190,000); in the data active = inhibition above about 40%; inconclusive = no clear call, values can overlap the other calls;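 also: 0% = no compound wells with probe peptide and 100% = reference peptide inhibitor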
Bfl-1 Bim block: inhibitors of Bim-Bfl-1 interaction, human. Q16548. Bead-based flow cytometry, Bim-Bfl-1 binding inhibition. inhibition, % at 10 µM. actives 0.12% (n = 190,000);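 also: 0% = wells without compound plus tracer and 100% = blocker peptide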
RGS7-Gao reg: human RGS7-Galphao interaction regulation. P09471. actives 0.35% (n = 220,000). binding response (% of control), % at 10 µM. AID 1439. Multiplexed bead flow cytometry, RGS7-Galphao binding; actives lie on both sides; in the data active = binding response below about 49% or above about 150%; inconclusive = no clear call, values can overlap the other calls; inactive = in between;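 also: fluorescent Galphao held in activated GDP-AlF4 state binding bead-coupled RGS7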
Bcl-B Bim block: inhibitors of Bim-Bcl-B interaction, human; Q9HD36; bead-based flow cytometry, Bim peptide-Bcl-B binding; inhibition, % at 10 µM; actives 0.073% (n = 190,000); AID 951;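 also: 0% = tracer peptide without compound and 100% = reference inhibitor peptide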
Target sequence (Q9HD36 whole entry, looked up): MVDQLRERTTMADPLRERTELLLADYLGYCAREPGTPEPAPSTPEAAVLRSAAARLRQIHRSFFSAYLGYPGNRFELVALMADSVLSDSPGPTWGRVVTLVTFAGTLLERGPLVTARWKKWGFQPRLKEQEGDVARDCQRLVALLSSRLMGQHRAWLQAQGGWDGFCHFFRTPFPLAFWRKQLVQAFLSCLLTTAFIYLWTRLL
Starred values were filed as active, the others as inactive; u = inconclusive; x = not tested or not shown. Rule as the data show it, unless noted: active = inhibition above about 40%. Compounds as they come; about 1.1% have a hit in one of these screens.

SMILES	ABCB1 block	ABCG2 inh	RGS4-Gao reg	RGS8-Gao	GSH fluor	Bim-Bcl-W	Bim-Bcl-XL	Bim-Bcl-2	Bfl-1 Bim block	RGS7-Gao reg	Bcl-B Bim block
Cc1ccnc(NS(=O)(=O)c2ccc(NC(=O)CCS(=O)(=O)c3ccccc3)cc2)n1	0.1	0	103	101	15	1	-4	0	-5	103	0
C=CCN1C(=O)NC2(O)C(=O)c3ccccc3C12O (configuration not stated)	0.5	3	105	104	43	0	2	-8	-12	102	-6
CC(=C/c1ccco1)/C=N/NC(=O)Cc1cccn1C	0.3	2	91	95	9	-1	-7	1	0	82	0
CCOc1cc(-n2ncc(C#N)c2N)nc(SC)n1	0.4	15	98	100	58	-1	-2	-7	-2	96	-15
CCOC(=O)c1ccc(N2C(=O)C(O)=C(C(C)=O)C2c2ccccn2)cc1 (configuration not stated)	0.9	2	99	103	53	4	-9	2	-9	102	-1
COc1ccc(N(C(=O)/C=C/c2ccc(OC)c(OC)c2)C2=CC3CCC(C2)N3C)cc1 (configuration not stated)	0.2	3	97	99	13	0	-3	0	-4	101	-3
Cn1c(=O)[nH]c(=O)c2c1nc(N1CCCCC1)n2CCSc1nc2ccccc2o1	1.3	5	98	101	26	-1	-1	-8	-9	99	-9
CCOC(=O)C1=C(C)N(CC(C)C)C(=O)C1	0.1	1	99	100	21	0	-1	0	-5	99	0
S=c1[nH]nc(-c2ccccn2)n1/N=C/c1cccc2ccccc12	-1.6	-12	95	95	9	-2	-5	-6	-5	95	-30
CCOc1ccc(Cl)cc1S(=O)(=O)NCc1cccnc1	-0.3	-1	105	107	30	-1	3	-12	-12	103	-13
COc1ccc(/C=C2\SC(=S)N(CC(=O)OCC(=O)Nc3ccc(C)cc3Cl)C2=O)cc1	-0.3	3	99	104	22	-2	-5	-1	-2	100	-22
CCOC(=O)c1ccc(NC(=O)c2nn(C)cc2Br)cc1	0.4	4	98	100	22	-3	0	-2	-2	99	-2
COc1cccc(OCc2nnc(SCC(=O)NCc3ccco3)n2CCc2ccccc2)c1	1.3	8	99	97	17	0	-6	-7	-10	94	-8
Cc1ccc(CN(Cc2cc3cccc(C)c3[nH]c2=O)C(=S)NCCCN(C)C)cc1	0.0	0	101	101	56	-5	-5	-5	-14	103	-5
COc1ccc(Cc2nnc(NC(=O)CSc3ccc(Cl)cc3)s2)cc1OC	0.6	6	104	101	12	-4	-4	-7	-8	101	-8
CCC(=O)Nc1cc(C(=O)OC(C(=O)c2ccc(C)c(C)c2)c2ccccc2)ccc1C (configuration not stated)	0.6	1	102	99	21	1	0	6	4	99	7
CC/C(=N\n1nnnc1Nc1ccccc1)c1ccccc1	-0.1	11	102	97	70	-3	-1	9	0	102	-4
CC(=O)Nc1cccc(C(=O)OCC(=O)NC(C)c2ccc(F)cc2)c1 (configuration not stated)	2.0	9	99	102	14	-1	-1	-2	-5	u	-1
COc1cccc(NC(=O)Cc2nnc(SCC(=O)c3ccccc3)n2C)c1	0.4	14	97	92	22	-1	-7	-10	-9	101	-29
COc1ccc(NC(=O)CCN2CCN(S(=O)(=O)c3ccc(C(C)C)cc3)CC2)cc1	1.1	4	97	97	14	1	2	0	-2	99	0
CC(C)(C)c1ccc2c(c1)OCC(C(=O)O)O2 (configuration not stated)	0.2	1	92	101	27	2	-5	-5	-8	87	-6
Cc1cc(C)c(C#N)c(Sc2ccc(N)cc2)n1	-0.2	0	103	103	8	-2	-4	-2	-1	107	-3
COc1ccc(-c2nc3ccccc3c(=O)o2)cc1OC	0.3	0	101	100	22	2	1	2	0	96	0
CCCCn1c(N)c(-c2nc3ccccc3s2)c2c([N+](=O)[O-])nn(C)c(=O)c21	0.1	0	102	103	25	1	-9	-8	-8	104	-8
CN(Cc1cnn(C)c1)C(=O)c1cc2ccccc2oc1=O	0.4	1	104	103	8	1	-3	1	-7	101	-2

16 compounds out of the list, arranged by molecular weight, falling:
SMILES	ABCB1 block	ABCG2 inh	RGS4-Gao reg	RGS8-Gao	GSH fluor	Bim-Bcl-W	Bim-Bcl-XL	Bim-Bcl-2	Bfl-1 Bim block	RGS7-Gao reg	Bcl-B Bim block
COc1ccc(/C=C2\SC(=S)N(CC(=O)OCC(=O)Nc3ccc(C)cc3Cl)C2=O)cc1	-0.3	3	99	104	22	-2	-5	-1	-2	100	-22
Cc1ccnc(NS(=O)(=O)c2ccc(NC(=O)CCS(=O)(=O)c3ccccc3)cc2)n1	0.1	0	103	101	15	1	-4	0	-5	103	0
COc1ccc(NC(=O)CCN2CCN(S(=O)(=O)c3ccc(C(C)C)cc3)CC2)cc1	1.1	4	97	97	14	1	2	0	-2	99	0
Cc1ccc(CN(Cc2cc3cccc(C)c3[nH]c2=O)C(=S)NCCCN(C)C)cc1	0.0	0	101	101	56	-5	-5	-5	-14	103	-5
COc1ccc(Cc2nnc(NC(=O)CSc3ccc(Cl)cc3)s2)cc1OC	0.6	6	104	101	12	-4	-4	-7	-8	101	-8
CCCCn1c(N)c(-c2nc3ccccc3s2)c2c([N+](=O)[O-])nn(C)c(=O)c21	0.1	0	102	103	25	1	-9	-8	-8	104	-8
COc1cccc(NC(=O)Cc2nnc(SCC(=O)c3ccccc3)n2C)c1	0.4	14	97	92	22	-1	-7	-10	-9	101	-29
CCOC(=O)c1ccc(N2C(=O)C(O)=C(C(C)=O)C2c2ccccn2)cc1 (configuration not stated)	0.9	2	99	103	53	4	-9	2	-9	102	-1
CC(=O)Nc1cccc(C(=O)OCC(=O)NC(C)c2ccc(F)cc2)c1 (configuration not stated)	2.0	9	99	102	14	-1	-1	-2	-5	u	-1
CCOC(=O)c1ccc(NC(=O)c2nn(C)cc2Br)cc1	0.4	4	98	100	22	-3	0	-2	-2	99	-2
CC/C(=N\n1nnnc1Nc1ccccc1)c1ccccc1	-0.1	11	102	97	70	-3	-1	9	0	102	-4
COc1ccc(-c2nc3ccccc3c(=O)o2)cc1OC	0.3	0	101	100	22	2	1	2	0	96	0
CCOc1cc(-n2ncc(C#N)c2N)nc(SC)n1	0.4	15	98	100	58	-1	-2	-7	-2	96	-15
CC(=C/c1ccco1)/C=N/NC(=O)Cc1cccn1C	0.3	2	91	95	9	-1	-7	1	0	82	0
Cc1cc(C)c(C#N)c(Sc2ccc(N)cc2)n1	-0.2	0	103	103	8	-2	-4	-2	-1	107	-3
CC(C)(C)c1ccc2c(c1)OCC(C(=O)O)O2 (configuration not stated)	0.2	1	92	101	27	2	-5	-5	-8	87	-6

(list continues)
SMILES	ABCB1 block	ABCG2 inh	RGS4-Gao reg	RGS8-Gao	GSH fluor	Bim-Bcl-W	Bim-Bcl-XL	Bim-Bcl-2	Bfl-1 Bim block	RGS7-Gao reg	Bcl-B Bim block
COc1ccccc1Nc1nc(-c2sc(NC(=O)c3ccccc3)nc2C)cs1	-0.4	-1	104	101	10	0	0	0	-1	100	-2
CCn1c(SC)nnc1-c1sc2cc(Cl)ccc2c1Cl	15	54	96	99	35	-1	-6	-13	-19	95	-7
Cc1cc(N2CCOCC2)nc2ccc(NC(=O)CCC(=O)N3CCCC(C)C3)cc12 (configuration not stated)	0.9	7	98	100	16	-4	-1	-1	0	97	0
COc1ccc(C2=NN(C(=O)CSc3ncccn3)C(c3cccc(OC)c3OC)C2)cc1 (configuration not stated)	2.2	8	101	103	10	1	0	0	-3	100	0
CCCC(=O)Nc1ccc(C(=O)Nc2cccc(OC)c2)cc1	x	1	103	105	13	-1	-2	2	0	101	-1
Cc1ccc(C)c(NC(NC(=O)c2cccnc2)C(Cl)(Cl)Cl)c1 (configuration not stated)	0.6	1	103	104	26	-5	-3	2	0	103	-3
COc1ccc(NS(=O)(=O)c2cc(S(C)(=O)=O)ccc2C)cc1	-0.6	6	105	103	4	-3	-4	0	0	102	-6
Cc1ccc2nc(NC(=O)C3CCCN(S(=O)(=O)c4cnc[nH]4)C3)sc2c1 (configuration not stated)	-0.3	0	105	105	14	-8	-9	-5	-1	103	-7
CCN1C(=O)/C(=C/C=C2/SCCN2C)SC1=S	0.0	1	101	101	9	-2	1	-2	2	104	-2
CCO[C@H]1OC(C(=O)N2CCCCCCC2)=C[C@@H](c2ccccc2)[C@@H]1CCCO	1.2	5	98	100	18	-1	-3	-5	-2	100	-2
O=C(N/N=C/c1cccc(OCc2ccccc2)c1)c1cccs1	0.7	3	103	106	12	-2	-4	-3	-1	106	-2
O=c1c2ccc(Cl)cc2nc(-c2cccc(C(F)(F)F)c2)n1O	1.0	5	102	101	19	-3	0	1	0	99	-4
CCCCCCCCC(=O)NNC(=O)c1c(O)c2ccccc2n(CC)c1=O	0.7	3	102	103	22	0	-3	1	-5	101	-4
CCN(CC)CCCNC(=O)c1nn(-c2ccccc2OC)c(=O)c2ccccc12	0.3	-4	104	102	34	-1	-5	-1	-3	102	0
O=C(NCCc1ccccc1)c1ccccc1NC(=O)C1CC=CCC1C(=O)O (configuration not stated)	0.4	1	98	101	10	-4	-9	0	-1	99	-3
COC(=O)NC(NC(=S)Nc1ccccc1OC)C(Cl)(Cl)Cl (configuration not stated)	-0.6	27	102	98	14	-5	-3	-4	-5	102	-9
COC(=O)c1ccccc1NC(=O)CN1CCC(NC(=O)c2ccc(C)cc2)CC1	3.8	5	109	107	15	1	-5	-8	-12	107	-6
COc1ccc2cc(Br)ccc2c1CC(=O)N(C)C	0.1	3	100	98	20	1	-3	-2	-5	u	-3
CC(=O)Nc1ccc(S(=O)(=O)n2nc(C)cc2C)cc1	0.3	1	110	101	39	-1	-11	-5	-13	101	-10
O=C(NCc1ccco1)c1cc(-c2ccc3c(c2)OCO3)on1	-1.3	-14	102	101	23	0	-9	-3	-11	102	-8
COc1ccc(OC)c(CN2CCC(C(=O)N3CCN(c4ccccc4F)CC3)CC2)c1	x	-4	105	104	12	-1	-4	0	0	103	-1
Cc1ccccc1-c1ncc(CN2CCN(C3CCCCC3)C(CCO)C2)cn1 (configuration not stated)	0.1	0	100	104	10	-2	0	-2	-5	99	-5
CCOc1ccc(N=C2NC(=O)C(CC(=O)O)S2)cc1 (configuration not stated)	0.2	0	95	97	13	0	0	2	0	99	0
Clc1ccc(CSc2nnc(-c3cccnc3)o2)cc1	0.2	2	99	99	13	3	0	-2	-10	95	-2
COCCSc1ccccc1C(=O)N1CCN(c2ccccc2OC)CC1	1.1	1	97	101	11	-2	-4	-6	-2	u	-11
O=C(c1ccc(Cl)c(S(=O)(=O)N2CCOCC2)c1)N1CCCCC1	-0.3	0	102	102	59	-3	-4	-5	-9	102	-9
Cc1sc2nc(-c3ccco3)oc(=O)c2c1C	-1.1	24	103	102	32	0	-12	-12	-17	101	-9
CCOC(=O)N1CCN(C(=O)C2CCN(CC3CCCCC3)CC2)CC1	x	-2	106	105	13	-3	-8	-1	-3	100	-5
NNC(=O)C1=NOC(CNc2ncc(C(F)(F)F)cc2Cl)C1 (configuration not stated)	-1.7	42	102	95	35	2	-3	0	0	108	1
